# Screening results: PubChem, several laboratories
# FAS TE block: FAS thioesterase (human) inhibition. P49327. recombinant FAS-TE, OMFH fluorogenic substrate, fluorescence endpoint. inhibition, % at 15 µM. 360,000 compounds, 0.67% hits. AID 602261;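 active = compounds whose normalised, plate-corrected inhibition of enzyme fluorescence in the single-dose primary screen is 50% or more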;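 also: 0% = DMSO with enzyme and 100% = substrate without enzyme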
# Target sequence (P49327 whole entry, looked up): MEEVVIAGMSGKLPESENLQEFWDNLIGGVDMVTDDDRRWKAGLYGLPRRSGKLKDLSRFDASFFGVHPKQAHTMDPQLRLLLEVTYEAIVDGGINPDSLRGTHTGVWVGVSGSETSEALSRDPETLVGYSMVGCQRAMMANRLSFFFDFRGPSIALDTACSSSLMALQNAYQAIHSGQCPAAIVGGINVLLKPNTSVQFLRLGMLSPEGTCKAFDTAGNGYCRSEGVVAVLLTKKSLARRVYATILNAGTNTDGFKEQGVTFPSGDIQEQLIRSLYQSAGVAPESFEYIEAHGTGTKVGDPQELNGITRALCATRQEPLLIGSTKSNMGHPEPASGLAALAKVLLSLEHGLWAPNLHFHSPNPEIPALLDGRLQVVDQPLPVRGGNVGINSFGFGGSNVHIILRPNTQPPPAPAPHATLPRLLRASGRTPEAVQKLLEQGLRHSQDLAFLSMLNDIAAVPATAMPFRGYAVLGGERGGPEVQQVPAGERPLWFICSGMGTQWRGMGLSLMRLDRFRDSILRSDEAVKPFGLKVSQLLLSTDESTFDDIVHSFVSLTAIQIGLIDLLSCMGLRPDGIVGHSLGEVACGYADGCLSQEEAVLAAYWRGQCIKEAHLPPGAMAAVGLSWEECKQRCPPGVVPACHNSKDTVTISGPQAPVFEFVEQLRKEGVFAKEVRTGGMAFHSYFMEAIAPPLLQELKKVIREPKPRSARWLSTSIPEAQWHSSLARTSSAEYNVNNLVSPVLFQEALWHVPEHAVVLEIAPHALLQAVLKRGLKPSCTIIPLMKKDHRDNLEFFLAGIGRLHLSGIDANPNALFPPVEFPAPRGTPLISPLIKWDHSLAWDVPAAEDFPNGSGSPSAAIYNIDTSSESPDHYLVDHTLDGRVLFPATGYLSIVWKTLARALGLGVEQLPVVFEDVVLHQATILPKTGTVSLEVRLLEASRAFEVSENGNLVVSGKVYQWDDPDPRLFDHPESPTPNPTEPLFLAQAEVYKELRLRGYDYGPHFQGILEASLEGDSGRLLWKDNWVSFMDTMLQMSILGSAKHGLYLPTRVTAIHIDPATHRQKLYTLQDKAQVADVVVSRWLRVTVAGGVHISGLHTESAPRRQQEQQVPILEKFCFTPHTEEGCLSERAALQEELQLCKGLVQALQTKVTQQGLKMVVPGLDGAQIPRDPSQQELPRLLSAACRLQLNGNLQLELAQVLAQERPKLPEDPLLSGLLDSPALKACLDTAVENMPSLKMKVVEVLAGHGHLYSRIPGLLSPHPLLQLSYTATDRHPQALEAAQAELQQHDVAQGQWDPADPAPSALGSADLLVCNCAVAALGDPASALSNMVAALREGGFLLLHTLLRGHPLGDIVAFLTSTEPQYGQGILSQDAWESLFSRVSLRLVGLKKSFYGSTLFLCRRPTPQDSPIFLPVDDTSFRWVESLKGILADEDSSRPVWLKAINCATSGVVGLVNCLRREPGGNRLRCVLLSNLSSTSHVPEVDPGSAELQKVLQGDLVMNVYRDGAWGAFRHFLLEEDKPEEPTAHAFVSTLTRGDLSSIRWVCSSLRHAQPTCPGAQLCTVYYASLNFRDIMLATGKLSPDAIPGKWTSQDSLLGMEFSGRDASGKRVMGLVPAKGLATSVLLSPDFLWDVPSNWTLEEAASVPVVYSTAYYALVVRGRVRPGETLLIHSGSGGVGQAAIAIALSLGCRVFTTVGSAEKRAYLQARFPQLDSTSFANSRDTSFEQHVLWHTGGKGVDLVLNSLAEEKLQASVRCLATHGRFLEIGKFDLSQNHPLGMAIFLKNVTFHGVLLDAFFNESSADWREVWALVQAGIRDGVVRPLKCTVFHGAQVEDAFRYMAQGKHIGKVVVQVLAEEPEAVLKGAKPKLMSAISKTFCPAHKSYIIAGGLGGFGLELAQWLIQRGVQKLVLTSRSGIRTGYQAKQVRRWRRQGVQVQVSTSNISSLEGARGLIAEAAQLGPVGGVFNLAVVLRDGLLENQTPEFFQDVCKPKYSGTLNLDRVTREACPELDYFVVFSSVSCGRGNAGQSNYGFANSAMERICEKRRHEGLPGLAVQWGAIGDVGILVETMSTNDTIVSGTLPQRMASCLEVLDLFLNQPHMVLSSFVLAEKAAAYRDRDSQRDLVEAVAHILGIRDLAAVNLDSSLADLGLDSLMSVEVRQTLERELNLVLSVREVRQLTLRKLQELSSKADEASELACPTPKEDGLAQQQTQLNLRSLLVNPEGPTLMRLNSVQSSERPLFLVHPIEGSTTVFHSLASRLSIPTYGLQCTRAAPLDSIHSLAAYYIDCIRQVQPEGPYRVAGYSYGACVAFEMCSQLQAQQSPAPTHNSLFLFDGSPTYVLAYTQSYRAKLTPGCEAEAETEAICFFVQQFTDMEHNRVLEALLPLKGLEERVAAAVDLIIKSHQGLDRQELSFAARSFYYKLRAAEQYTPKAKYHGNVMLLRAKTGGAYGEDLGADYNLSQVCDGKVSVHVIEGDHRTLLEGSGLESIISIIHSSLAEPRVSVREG
# CendR NRP1 mod: NRP-1/CendR interaction modulation; inhibition, % at 25 µM; 360,000 compounds, 0.85% hits; O14786; FAM-RPARPAR peptide binding to NRP-1, fluorescence polarization;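 active = inhibition or corrected inhibition above about 18%, plus a signal ratio from 0.5 to 1.5, limit read from the data, passing the limit was not always enough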; also: strong numbers were not always called active
# E coli Lon inh: inhibits E. coli Lon protease; 360,000 compounds, 0.42% hits; purified E. coli Lon protease, fluorescence polarization; P0A9M0; inhibition, % at 7.94 µM; in the data active = inhibition above about 13%, passing the limit was not always enough;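 also: 0% = enzyme with probe and DMSO and 100% = no enzyme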
# TbMetRS inhib: blocks T. brucei methionyl-tRNA synthetase activity; purified T. brucei MetRS, ATP depletion, Kinase-Glo luminescence; inhibition, % at 11.9 µM; 360,000 compounds, 0.4% hits;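 active = inhibition above a per-plate cutoff of the control wells' mean inhibition plus 3 SD, cut at about 5.5% in these data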;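 also: 0% = DMSO wells median and 100% = median of wells with control inhibitor compound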
#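 Test system – parasite MetRS enzyme · Reagent – substrates ATP, L-methionine and bulk Escherichia coli tRNA · Doses – 11.9 µM compound single dose, 0.9% DMSO · Times – 15 min enzyme-compound preincubation, 2 h reaction, 10 min detection, 25 °C · Signal – Kinase-Glo luminescence, ATP depletion format · Controls – DMSO-only wells as low control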
# MsrA inhibitor: inhibits bovine methionine sulfoxide reductase A. purified bovine MsrA, absorbance read-out. inhibition, % at 15.5 µM. 360,000 compounds, 0.75% hits. AID 651718; in the data active = inhibition above about 4.5%;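 also: 0% = vehicle wells with enzyme and 100% = reference inhibitor wells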
# MT1-MMP act inh: MT1-MMP (human) activation inhibition. P50281. HT1080 RFP-PRO-GFP cells, GFP/RFP ratio fluorescence, overnight; percent of plate control window, DMSO zero. GFP/RFP ratio change, % at 20 µM. 360,000 compounds, 0.061% hits;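 active = GFP/RFP ratio change of at least 30% with cell ATP level not reduced by more than half and red fluorescence within 50% of control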; also: strong numbers were not always called active
#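 Test system: HT1080 RFP-PRO-GFP cells; Benchmarks: DMSO and RFP-L50D-GFP cell wells; Timing: cells overnight before dosing, compound overnight, 37 °C, 5% CO2; Compound: one 20 µM compound dose with 1% DMSO; Read-out: GFP/RFP fluorescence ratio.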
# MLLE-PAM2 inh: blocks PAM2 peptide binding to the PABP1 MLLE domain; inhibition, % at 20 µM; 360,000 compounds, 0.36% hits; P11940; AID 588489; GST-MLLE / FITC-PAM2 fluorescence polarization; in the data active = inhibition above about 35%, passing the limit was not always enough;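 also: plate controls were DMSO wells with GST-MLLE for no effect and wells lacking GST-MLLE protein for full effect; some results filed as inactive read as strong as hits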
# MsrA act: bovine methionine sulfoxide reductase A activation. AID 602163. purified bovine MsrA, absorbance read-out. 360,000 compounds, 0.3% hits. activation, % at 10.6 µM; in the data active = activation above about 7.5%;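 also: 0% = vehicle and 100% = reference activator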
# SKN-1 block: inhibitors of C. elegans SKN-1; C. elegans VP596 Pgst-4::GFP/RFP ratio, acrylamide-induced, 24 h; inhibition, % at 21.8 µM; 360,000 compounds, 0.49% hits; AID 624304;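 active = interference check ratio from 0.5 to 1.5 plus GFP to RFP signal ratio inhibition reaching or exceeding a fixed threshold, cut at about 30% in these data, passing the limit was not always enough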; also: some compounds called inactive have numbers as strong as hits
# An asterisk follows results filed as active; x = no result given.
SMILES,FAS TE block,CendR NRP1 mod,E coli Lon inh,TbMetRS inhib,MsrA inhibitor,MT1-MMP act inh,MLLE-PAM2 inh,MsrA act,SKN-1 block
Cc1ccc(S(=O)(=O)C(C)C(=O)NCCS(=O)(=O)c2ccc(Cl)cc2)cc1 (centres undefined),-7,10,6,-0.3,0.1,-1,7,-6,-6
COC(=O)c1cc(NC(=O)CC2CCCC2)cc(C(=O)OC)c1,3,-3,-1,-0.1,1.0,-1,2,-1,5
Cc1nc(-c2ccc(Cl)cc2)sc1C1(C)CC(c2ccc(Br)cc2)=NO1 (centres undefined),30,3,-5,0.6,-0.1,-1,3,0,9
COC(=O)/C(=C/c1ccco1)NC(=O)c1ccco1,-12,-11,6,0.6,1.9,2,-2,-4,1
C=CCOc1ccc(/C=C/C(=O)OCC(=O)NCCCc2ccccc2)cc1,8,-9,-12,-0.4,0.4,-1,-18,-1,5
COC(=O)c1sc(NC(=O)c2cccc([N+](=O)[O-])c2)c(C(N)=O)c1C,-2,3,-4,0.2,0.3,-5,32,-2,-10
O=C(NCc1ccc2c(c1)OCO2)C1CCCN(S(=O)(=O)c2cccs2)C1 (centres undefined),2,-10,8,0.3,0.0,-1,-14,-2,6
Cc1ccc(C(NC(=O)/C=C\c2ccc3c(c2)OCO3)C(=O)Nc2ccc3c(c2)OCO3)cc1 (centres undefined),55*,8,-3,-0.5,2.5,-2,13,-4,17
CC(C)NC(=O)COc1ccc(S(=O)(=O)N2CCCC2)cc1,-5,21,-4,-0.5,0.5,-1,-8,-3,-10
NS(=O)(=O)c1ccc(CCNC(=O)COC(=O)Cc2c(F)cccc2Cl)cc1,-4,17,-5,-0.2,0.0,0,6,-2,10
O=C(CCS(=O)(=O)c1ccccc1)Nc1ccc(N2CCOCC2)cc1,-7,5,0,-0.8,-1.0,-11,-11,-8,0
CC(=O)c1ccc(NCC(=O)N2CCN(S(=O)(=O)c3ccccc3)CC2)cc1,-3,12,-3,-0.2,4.5,0,2,-4,1
CC(C)(C)c1ccc(CC(=O)N2CCC2(C)C(=O)Nc2cccc3cccnc23)cc1 (centres undefined),21,-3,3,0.4,0.3,2,1,-1,3
O=C(CSc1nccn1-c1ccc(Cl)cc1)NCc1ccc2c(c1)OCO2,3,-2,-6,-0.3,0.3,2,-40,-4,-13
CCOC(=O)c1ccc(S(=O)(=O)N2CCN(CCC#N)CC2)cc1,4,-4,-4,0.2,0.5,0,14,-3,5
O=P(OC1CCCCC1)(OC1CCCCC1)C(O)c1cccnc1 (centres undefined),-4,1,2,-0.5,0.5,-2,-15,-3,10
CCOc1ccccc1NC(=O)CSc1nc(=O)n(CCCN2CCOCC2)c2c1CCC2,-7,-1,-10,-0.2,1.2,-2,1,0,5
NNC(=O)c1cc2c(N3CCC(Cc4ccccc4)CC3)ncnc2s1,14,7,2,-0.6,-0.5,-5,-2,-5,2
CN(CCc1ccccc1)C(=O)c1ccc(NC(=O)Cc2ccc(NC(=O)C3CCN(S(=O)(=O)c4cccc([N+](=O)[O-])c4)CC3)cc2)cc1,62*,-8,-3,-1.1,0.7,9,-35,-5,11
CCCOC(=O)c1ccc(-n2nnnc2SCC(=O)N2CCCCC2)cc1,-13,-2,-2,-0.7,0.7,0,-26,0,4

# Grouped by structure, those above with two or more sulfur atoms
SMILES,FAS TE block,CendR NRP1 mod,E coli Lon inh,TbMetRS inhib,MsrA inhibitor,MT1-MMP act inh,MLLE-PAM2 inh,MsrA act,SKN-1 block
Cc1ccc(S(=O)(=O)C(C)C(=O)NCCS(=O)(=O)c2ccc(Cl)cc2)cc1 (centres undefined),-7,10,6,-0.3,0.1,-1,7,-6,-6
O=C(NCc1ccc2c(c1)OCO2)C1CCCN(S(=O)(=O)c2cccs2)C1 (centres undefined),2,-10,8,0.3,0.0,-1,-14,-2,6

# Returning to the listing with the 5 entries that preceded the break.
SMILES,FAS TE block,CendR NRP1 mod,E coli Lon inh,TbMetRS inhib,MsrA inhibitor,MT1-MMP act inh,MLLE-PAM2 inh,MsrA act,SKN-1 block
O=P(OC1CCCCC1)(OC1CCCCC1)C(O)c1cccnc1 (centres undefined),-4,1,2,-0.5,0.5,-2,-15,-3,10
CCOc1ccccc1NC(=O)CSc1nc(=O)n(CCCN2CCOCC2)c2c1CCC2,-7,-1,-10,-0.2,1.2,-2,1,0,5
NNC(=O)c1cc2c(N3CCC(Cc4ccccc4)CC3)ncnc2s1,14,7,2,-0.6,-0.5,-5,-2,-5,2
CN(CCc1ccccc1)C(=O)c1ccc(NC(=O)Cc2ccc(NC(=O)C3CCN(S(=O)(=O)c4cccc([N+](=O)[O-])c4)CC3)cc2)cc1,62*,-8,-3,-1.1,0.7,9,-35,-5,11
CCCOC(=O)c1ccc(-n2nnnc2SCC(=O)N2CCCCC2)cc1,-13,-2,-2,-0.7,0.7,0,-26,0,4
CC(C)(C)OC(=O)NCCCCCNC(=O)c1[nH]cnc1C(=O)N[C@@H](Cc1ccccc1)C(=O)OCc1ccccc1,17,1,-3,-0.3,0.0,3,-5,-2,18
Cc1cccc(C(=O)Nc2ccccc2-c2nnn(CC(=O)Nc3ccc4c(c3)OCCO4)n2)c1,7,2,-5,-1.2,-0.3,5,3,-9,-9
CSc1nc(C)cc(SCC(=O)Nc2ccccc2)n1,-1,-1,-3,-0.4,0.3,8,5,-1,8
CC(C(=O)Nc1ccccc1)N1CCN(c2ccccn2)CC1 (centres undefined),2,-6,6,0.0,1.5,3,-1,-2,6
CCSc1nnc(NC(=O)c2csc(C)c2)s1,-5,3,1,0.2,0.1,8,0,-2,2
COCCn1c(SCC(=O)NC2CC2)nnc1-c1ccco1,-7,0,-7,0.2,-0.2,0,-2,-4,17
COc1ccc(CN2CCNC(=O)C2CC(=O)N(C)Cc2ccno2)c(F)c1 (centres undefined),-3,4,-3,-0.4,0.5,-1,11,-7,-8
Cc1csc2c(N(C)CCO)ncnc12,-6,-12,0,-0.2,-0.5,-1,19,-3,-4
O=C(c1ccccc1Br)N(Cc1ccccc1)c1ccccc1,11,2,-2,0.1,0.5,-5,4,-7,-5
CCOC(=O)C(NC(=O)c1cccc(Cl)c1)(Nc1sc2c(c1C(N)=O)CCC2)C(F)(F)F (centres undefined),7,-25,-6,-0.5,1.0,-6,-35,0,16
O=C(Nc1ccc(-c2csc(Nc3ccccc3)n2)cc1)c1cccc(C(F)(F)F)c1,39,14,6,0.0,0.3,-4,11,-4,26
Cc1cccc(NC(=S)NC2CCN(Cc3ccccc3)CC2)c1C,-9,14,-12,-1.3,1.6,x,1,-11,-3
CSCC(=O)N1CCCC(CO)(Cc2ccccc2C)C1 (centres undefined),-5,6,-5,0.8,0.2,3,11,-5,5
C=CCOC(=O)C(C#N)c1nc2ccccc2nc1N1CCCC1 (centres undefined),-1,-3,-2,-0.4,0.7,-2,-6,-3,15
O=C(O)c1ccc(/C=N/NC(=S)NCc2ccccc2)cc1,-2,13,2,-0.7,3.7,-2,29,-9,-9
CCCCCCNC(=O)O[C@H]1C[C@H](C(=O)OC)[C@H](C(=O)OC)C2CN(S(=O)(=O)c3ccc(C)cc3)C[C@@]21O (some centres undefined),15,8,1,-0.2,-0.1,-1,-1,0,1
COc1ccc(-c2onc3ccc(Br)cc23)cc1,-7,70,39*,-0.3,0.8,-19,145,-4,5
COc1cccc(C(=O)N2CCN(Cc3cccc(F)c3)CC2)c1,-5,-8,-8,-0.2,-0.4,1,2,-2,-34
CCOC(=O)c1cccc(NC(=O)CSc2nnc(CNc3ccc(C)cc3)n2CC)c1,3,4,-8,-0.5,2.4,9,-22,-8,8
COc1ccc(N2CCN(CC(O)COc3ccc([N+](=O)[O-])cc3)CC2)cc1 (centres undefined),-1,4,3,-0.3,0.1,1,2,-7,1
Nc1cc(-c2ccc(Br)cc2)[nH]n1,-11,-1,2,-0.1,-0.2,-4,-12,-4,16
COc1ccc(C2CCCN2C(=O)c2cccs2)cc1 (centres undefined),-3,-8,5,-0.7,-0.4,2,6,-3,-4
COc1ccc(Cc2c(O)nc(SCC(=O)N3CCCCCC3)[nH]c2=O)cc1,-4,2,-1,-0.2,1.4,-2,3,-2,9
O=C(Nc1cccc2ccccc12)ON=C1CCCCC1,-5,1,-21,-0.2,-1.6,1,-7,-1,0
O=C(c1ccc(NS(=O)(=O)c2ccc3[nH]c(=O)[nH]c3c2)cc1)N1CCN(c2ccccc2)CC1,4,-3,2,-0.1,-0.5,-1,-2,-2,3
COc1ccc(CCNC(=O)c2cc3c(=O)n(C)c4ccccc4c3n2C)cc1OC,1,-1,-3,-0.4,-0.2,2,-12,4,-13
Cc1cc(C)nc(SCc2nc(N)nc(-c3ccccc3O)n2)n1,-2,-7,-2,-0.5,-0.7,-4,4,-3,15
COc1ccc(OC)c(S(=O)(=O)Nc2ccc3oc4c(c3c2)C(=O)CCC4)c1,9,-12,-2,-0.3,-1.5,9,-6,1,27
Cc1cc([N+](=O)[O-])ccc1NC(=O)CSc1nncn1-c1cccnc1,4,2,0,0.6,0.6,0,30,-1,12
O=C(COC(=O)c1ccc(F)cc1F)Nc1cccc(S(=O)(=O)N2CCOCC2)c1,-2,-7,0,-0.5,-0.9,3,-8,-5,6
Clc1nccc(NCc2ccccc2)n1,-6,0,9,-0.6,1.6,1,-7,-5,8
COCCNC(=O)c1cccc(S(=O)(=O)N2CC3(C)CC2CC(C)(C)C3)c1 (centres undefined),-8,-4,1,-0.3,-0.8,0,1,-2,-4
CC(C)c1ccc(C(=O)CSc2ncn[nH]2)cc1,-34,8,-4,-0.5,-0.6,10,26,14*,-1
CC(OC(=O)c1cccs1)C(=O)Nc1nc(-c2ccccc2)cs1 (centres undefined),7,-3,5,-0.2,-1.1,-1,-32,-3,-8
CCOC(=O)N1CCN(Cc2nc(-c3ccc(OC)cc3)no2)CC1,-6,5,-3,-0.2,x,10,-3,-3,1
CC(=O)Oc1ccc(C(=O)Nc2cccc(-c3nnc(-c4ccco4)o3)c2)cc1,1,0,0,-0.2,1.6,7,-8,-3,2
